Screening data as filed in PubChem BioAssay.
TDP-43 yeast inh = TDP-43 toxicity inhibition in yeast. TDP-43 expressing yeast growth rescue, BacTiter-Glo, 24 h. Potency, µM (highest dose often 46.1 µM), without a hit: top-dose growth rescue (activation), actives largely listed as activators. 410,000 tested, 1.8% active. AID 652104; note: % of control where 0% means no effect; nearly all actives have a fitted effect of over 50% in size
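Yeast expressing TDP-43 (pregrown in raffinose, seeded at OD600=0.02 in galactose medium) exposed to compounds 24 hr at 30 deg C. Growth read by BacTiter-Glo luminescence; rescue of toxicity appears as increased signal.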
HT1080 IDH1KD tx = toxicity to HT-1080 IDH1 knockdown cells (counter line). HT-1080 IDH1 knockdown viability, ATP luminescence, 48 h. Potency, µM (series often up to 46.1 µM), without a hit: at the highest dose activity, negative = toxicity, actives largely listed as cytotoxic. 360,000 tested, 2% active;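 note: 0% = DMSO wells and -100% = cell-free medium wells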
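Assay cells: HT-1080 with IDH1 knockdown, 750 per well, RPMI/5% FBS. Exposure: 48 h at 37 °C following 2 h pre-incubation. Read: CellTiter-Glo luminescence; fitted concentration-response, curve class assigned.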
KB-3-1 cytotox = KB-3-1 parental cell cytotoxicity; Potency, µM (highest dose often 46.1 µM), for inactives: top-dose activity change, negative = cytotoxic, usual class: cytotoxic; 400,000 tested, 1.4% active; KB-3-1 viability, CellTiter-Glo ATP luminescence, 72 h; note: % is set by controls: 0 for no effect and ±100 for the full control effect; nearly all actives have a fitted effect of over 60% in size
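Screening of KB-3-1 cells (DMEM, 10% FBS, phenol-red free) ran from lowest to highest compound concentration; after 72 h at 37 °C viability was read luminescently and curves fitted.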
HT1080NT lethal = kills 2HG-producing HT-1080-NT fibrosarcoma cells. AID 686970. 360,000 tested, 1.6% active. HT-1080-NT fibrosarcoma viability, CellTiter-Glo ATP luminescence, 48 h. Potency, µM (highest dose often 46.1 µM), inactives show at the highest dose activity, negative = less viability, usual class: cytotoxic;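 note: NT is the 2HG producing partner of a matched IDH1 knockdown line; 0% = DMSO-treated cells and -100% = media-only wells without cells; nearly all actives have a fitted effect of over 55% in size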
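Viability of the 2HG-overproducing fibrosarcoma line after 48 hours of compound exposure at 37 degrees C was determined by luminescence with CellTiter-Glo, and concentration-effect curves were then fitted and categorized.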
GLP-1R agonist = GLP-1 receptor (human) agonism. 380,000 tested, 0.007% active. Potency, µM (series often up to 45.6 µM), for the others: at the highest dose activation, actives largely listed as activators. HEK293 GLP-1R CRE-luciferase, luminescence, 4-6 h; cells express a hypersensitive GLP-1R form; note: % of control where 0% means no effect
Target sequence (P43220 whole entry, looked up): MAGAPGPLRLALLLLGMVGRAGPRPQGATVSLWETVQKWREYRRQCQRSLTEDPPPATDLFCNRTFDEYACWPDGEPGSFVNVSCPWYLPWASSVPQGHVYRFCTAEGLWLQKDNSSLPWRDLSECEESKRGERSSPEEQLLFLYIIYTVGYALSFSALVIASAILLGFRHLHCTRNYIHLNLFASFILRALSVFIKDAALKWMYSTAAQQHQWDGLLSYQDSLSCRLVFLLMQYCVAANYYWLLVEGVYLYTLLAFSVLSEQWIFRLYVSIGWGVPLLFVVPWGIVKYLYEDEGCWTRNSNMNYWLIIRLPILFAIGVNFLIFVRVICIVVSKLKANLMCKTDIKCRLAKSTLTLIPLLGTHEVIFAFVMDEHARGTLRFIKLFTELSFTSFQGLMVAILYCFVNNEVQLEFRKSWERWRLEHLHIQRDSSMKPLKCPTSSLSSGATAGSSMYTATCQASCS
SW480 rerep = DNA re-replication induction in SW480 cells | Potency, µM (highest dose often 46.1 µM), inactives show top-dose re-replication activation, actives largely listed as activators | SW480 DNA re-replication, Hoechst DNA content imaging, 48 h | 340,000 tested, 1.8% active; note: % of control where 0% means no effect; nearly all actives have a fitted effect of over 55% in size
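DNA re-replication was detected as more nuclei of elevated Hoechst intensity after 48 hr exposure to compound (23 nL pinned per well of 250 cells).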
GLP1R cytotox = cytotoxicity in counter-screen for GLP-1R inverse agonists; HEK293 cAMP-luciferase reporter cells, luminescence, 24 h; Potency, µM (series often up to 38.3 µM), for the others: at the highest dose activity change, negative = inhibition, hits mostly inhibitors; 410,000 tested, 0.13% active;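 note: loss of luciferase light is scored as toxicity; % is set by controls: 0 for no effect and ±100 for the full control effect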
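MLSMR compounds, 24 hr on cells at 37 deg C/5% CO2; luminescence after luciferase reagent (12 min RT). Inhibition counted as the undesired cytotoxic outcome.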
GLP1R inv ag = GLP-1 receptor (human) inverse agonism; P43220; HEK293 GLP-1R CRE-luciferase, luminescence, 24 h; GLP-1R form is constitutively active; Potency, µM (series often up to 38.3 µM), inactives show at the top dose activity change, negative = inhibition, actives largely listed as inhibitors; 410,000 tested, 1.6% active; note: % is set by controls: 0 for no effect and ±100 for the full control effect; nearly all actives have a fitted effect of over 55% in size
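Readout was luciferase luminescence, measured 12 min after detection reagent at room temperature. Beforehand, GLP-1R reporter HEK293 cells had sat 12 h, then received compounds for 24 hr at 37 deg C.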
KB-V1 cytotox = kills drug-selected multidrug resistant KB-V1 cells; KB-V1 MDR cells viability, CellTiter-Glo, 72 h; Potency, µM (series often up to 46.1 µM), for the others: at the highest dose activity change, negative = cytotoxicity, usual class: cytotoxic; 400,000 tested, 3.4% active; note: % is set by controls: 0 for no effect and ±100 for the full control effect; nearly all actives have a fitted effect of over 60% in size
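Luminescent ATP read-out (CellTiter-Glo, 10 min) measures survival of drug-selected KB-V1 MDR cells after 72 h, 37 degrees C compound exposure. Medium: phenol-red-free DMEM, 10% FBS. Values from fitted concentration-response curves.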
* = called active by the depositor; ? = inconclusive; / = no result given; [ ] = remark or other dose. Calls come from the whole dose curve; as a rule, active = well fitted curve in the direction sought with a large enough effect; inconclusive = small, poorly fitted or top-dose-only effect, or another doubt; inactive = no such curve, though single readings can be large; an effect the other way counts as inactive or inconclusive. Potency is the fitted concentration of half-maximal effect. Outcome played no part in choosing rows. Share with any hit: about 9.4%.

SMILES	TDP-43 yeast inh	HT1080 IDH1KD tx	KB-3-1 cytotox	HT1080NT lethal	GLP-1R agonist	SW480 rerep	GLP1R cytotox	GLP1R inv ag	KB-V1 cytotox
O=C(Cc1ccc(S(=O)(=O)N2CCCCC2)s1)Nc1ccc(F)cc1F	24%	11%	2%	3%	0%	11%	-14%	?	?
C/C(=N/NC(=O)c1cccc(N2CCCC2=O)c1)c1ccc(Br)cc1	-10%	16%	2%	2%	-4%	5%	15%	13%	-50%
Cc1cc(C)cc(-n2c(SCC(=O)NCc3ccc4c(c3)OCO4)nc3ccccc3c2=O)c1	12%	4%	-11%	1%	-3%	2%	-23%	-56%	-4%
O=C(Nc1ccccc1)OC1CCS(=O)(=O)C1 (stereo not given)	4%	14%	19%	5%	-3%	-4%	-7%	6%	-4%
C=CC1C(OC2OC(CO)C(O)C(O)C2O)OC=C(C(=O)OC)C1CC1CC(=O)CC(CC(=O)CCc2ccc(O)cc2)O1 (stereo not given)	1%	5%	-8%	?	10%	0%	-1%	10%	6%
CC(NC(=O)c1ccc([N+](=O)[O-])cc1[N+](=O)[O-])c1ccc(-c2ccccc2)cc1 (stereo not given)	-3%	-22%	-13%	-9%	5%	-7%	-5%	-25%	?
CCOc1ccc(N(CC(=O)Nc2ccc(C)c(F)c2)C2=NC3CS(=O)(=O)CC3S2)cc1 (stereo not given)	19%	?	11%	24%	4%	29%	-20%	-22%	2%
CCOc1ccc(OCC)c(NC(=O)c2nnn(CC(=O)Nc3ccc(C)cc3C)c2N)c1	16%	/	-4%	/	-2%	/	1%	-8%	0%
CC(=O)N(CCN(C)C)c1nc2cc3c(cc2s1)OCCO3	16%	-13%	-1%	1%	-1%	-2%	-9%	5%	5%
COc1ccc(C(=O)NCC2CCCN2S(=O)(=O)c2ccccc2)cc1OC (stereo not given)	2%	0%	24%	-8%	-2%	/	9%	12%	-20%
Cc1ccc(SCC(=O)N/N=C/c2ccco2)cc1	?	23%	2%	14%	-1%	-3%	1%	2%	22%
CCOc1ccccc1Oc1coc2cc(OC)ccc2c1=O	12%	3%	1%	6%	0%	-1%	-15%	3%	-13%
COc1ccc(C(=O)Nc2ccc(-c3nc4ccccc4s3)c(Cl)c2)cc1Cl	5%	/	4%	/	2%	/	5%	0%	-2%
F[B-](F)(F)COc1ccccc1	22%	-9%	0%	-1%	8%	-90%[inhibitor]	7%	34%[activator]	0%
Cc1ccc(NC(=O)C2CCCN(C(=O)c3cnn(-c4ccc(F)cc4)c3-n3cccc3)C2)c(Cl)c1 (stereo not given)	?	/	?	/	16%	/	-1%	-14%	?
COc1ccc(NC(=O)COc2coc(CN3CCCc4ccccc43)cc2=O)cc1	-23%	-11%	-15%	-3%	8%	24%	1%	9%	-25%
COc1ccc(CCNc2cc(N3CCN(C(=O)c4ccccc4OC)CC3)ccc2[N+](=O)[O-])cc1OC	-1%	-6%	-23%	-7%	13%	?	0%	41%[activator]	?
O=C(C1=NOC2(C1)C(=O)Nc1ccccc12)N1CCCCC1 (stereo not given)	14%	17%	15%	27%	-5%	/	-10%	6%	0%
CCS(=O)(=O)N1CCCC(C(=O)c2ccc(OC)cc2C)C1 (stereo not given)	9%	5%	-1%	5%	5%	1%	11%	-22%	?
CCOCc1c(C(=O)Nc2cc(OCC)c(N3CCOCC3)cc2OCC)oc2ccccc12	5%	10%	-2%	-2%	7%	?	-2%	6%	-5%
O=C(COC(=O)c1c[nH]c(=O)[nH]c1=O)Nc1ccccc1F	11%	15%	8%	16%	-1%	-2%	0%	-7%	2%
Fc1ccc(OCc2cc(-c3ccccc3)no2)cc1	22%	22%	-1%	16%	20%	18%	1%	-16%	23%
CCOC(=O)C1CCN(c2nc3c(S(=O)(=O)c4ccc(C)c(C)c4)nnn3c3ccc(Cl)cc23)CC1	13%	/	-6%	/	/	/	2%	12%	-8%
COc1ccc(N2CCN(C(=O)c3ccc4c(=O)n(Cc5ccc6c(c5)OCO6)c(=O)[nH]c4c3)CC2)cc1	17%	11%	6%	6%	0%	-8%	-15%	0%	14%
FC(F)(F)c1cccc(-c2nnn3c2nc(NC2CCCCC2)c2ccccc23)c1	-15%	/	-7%	/	-2%	/	1%	6%	-25%
CCCC1c2ccc(C)n2CCN1C(=O)Nc1ccccc1Cl (stereo not given)	10%	5%	2%	-1%	-7%	15%	-2%	2%	1%
Cn1c(=O)[nH]c(=O)c2c1nc(Br)n2CCCSc1nc2ccccc2o1	-9%	?	?	?	25%	7.3µM*	?	0%	?
CCC(=O)N1CCc2cc(Br)cc(S(=O)(=O)NCC3CCCN3CC)c21 (stereo not given)	3%	1%	9%	5%	5%	-5%	-8%	-16%	9%
COCCCn1c(=N)c(C(=O)NCc2ccc3c(c2)OCO3)cc2c(=O)n3ccccc3nc21	0%	10%	21%	-1%	-7%	?	0%	1%	?
O=C1N(CC(=O)N2CCc3ccccc32)CCN1Cc1ccc(Cl)cc1	8%	-8%	-15%	-6%	0%	-2%	-7%	?	0%
COC(=O)c1ccc(CSc2n[nH]c(-c3ccccc3)n2)o1	7%	13%	1%	12%	14%	?	13%	15%	6%
Nc1cc(N)nc(SCC(=O)Nc2ccccc2)n1	6%	8%	2%	14%	-1%	-2%	-16%	3%	14%
O=C(c1ccncc1)N1CCN(c2cc(-c3ccccc3)nc3cc(-c4cccc(Cl)c4)nn23)CC1	?	3%	6%	7%	-7%	/	-7%	10%	6%
CCOC(=O)N1CCc2c(sc(NC(=O)Cc3ccccc3)c2C(=O)c2ccc(OC)cc2)C1	17%	-20%	-16%	-24%	13%	10%	4%	?	-13%
Cc1cc(C)n(-c2ccc(NC(=O)C3CCN(Cc4cc(C)c(C)o4)CC3)cc2)n1	11%	0%	/	3%	-12%	-1%	7%	?	/
CC(C)C[C@H](NC(=O)c1nc[nH]c1C(=O)NCCNC(=O)OC(C)(C)C)C(=O)CNCCNC(=O)c1[nH]cnc1C(=O)N[C@@H](C)C(=O)OC(C)(C)C	-26%	10%	2%	?	-6%	-2%	4%	20%	-7%
CCC(NS(=O)(=O)c1cccs1)c1ccc(C)cc1 (stereo not given)	24%	4%	25%	2%	21%	-21%	-21%	?	18%
Cc1ccc(OCC(=O)NC(=S)Nc2ccc(S(=O)(=O)Nc3cc(C)on3)cc2)c(Br)c1	-16%	5%	0%	7%	-32%	-4%	-3%	4%	3%
COc1ccc(N(CC(=O)NCCc2ccc(C)cc2)S(=O)(=O)c2c(C)nn(C)c2C)cc1	9%	/	-10%	/	1%	/	-10%	0%	-5%
Cc1nc(-c2ccc(F)cc2)c(CC(=O)N2CCN(S(=O)(=O)c3cccc(F)c3)CC2)s1	-10%	-2%	10%	-6%	-2%	10%	-8%	10%	?
C[C@@H]1CCCCCCCCC(=O)OCCN(C(=O)OC(C)(C)C)[C@H](C)CCCCCCCCC(=O)OCCN(C(=O)OC(C)(C)C)[C@H](C)CCCCCCCCC(=O)OCCN1C(=O)OC(C)(C)C	14%	10%	-3%	13%	-3%	6%	-1%	15%	-6%
c1ccc(CN(Cc2ccccc2)Cc2nnc(-c3cc4ccccc4[nH]3)s2)cc1	/	/	?	/	-1%	-24%	/	/	0%
Cc1noc(C)c1S(=O)(=O)N(C)C[C@H]1Oc2c(NC(=O)Nc3ccc4c(c3)OCO4)cccc2C(=O)N([C@H](C)CO)C[C@@H]1C	7%	-9%	-2%	-11%	0%	13%	0%	7%	-8%
N/C(=N\OC(=O)c1ccccc1Cl)c1ccccc1	?	?	0%	-3%	-17%	1%	8%	0%	-8%
O=C(Nc1ccc(C(F)(F)F)cc1)N1CCN(c2ccnc3cc(Cl)ccc23)CC1	-18%	29µM*	0%	?	3%	?	?	?	?

3 compounds already listed, sorted by the value under GLP1R inv ag, rising.
| compound | GLP-1R agonist | SW480 rerep | GLP1R inv ag |
| --- | --- | --- | --- |
| COc1ccc(N(CC(=O)NCCc2ccc(C)cc2)S(=O)(=O)c2c(C)nn(C)c2C)cc1 | 1% | / | 0% |
| Cc1noc(C)c1S(=O)(=O)N(C)C[C@H]1Oc2c(NC(=O)Nc3ccc4c(c3)OCO4)cccc2C(=O)N([C@H](C)CO)C[C@@H]1C | 0% | 13% | 7% |
| Cc1nc(-c2ccc(F)cc2)c(CC(=O)N2CCN(S(=O)(=O)c3cccc(F)c3)CC2)s1 | -2% | 10% | 10% |

Other records.
SMILES	TDP-43 yeast inh	HT1080 IDH1KD tx	KB-3-1 cytotox	HT1080NT lethal	GLP-1R agonist	SW480 rerep	GLP1R cytotox	GLP1R inv ag	KB-V1 cytotox
CCCOc1cc(C)c(S(=O)(=O)NCCOC)cc1C	-11%	-2%	-27%	-23%	18%	1%	39%[activator]	67%[activator]	18µM*
COc1ccc(C(=O)CCC(C)(C)[N+](=O)[O-])cc1	15%	11%	9%	8%	-5%	-7%	2%	15%	10%
Cc1sc(N=Nc2ccc(N(C)C)cc2)[n+]([O-])c1C	-22%	?	-27%	-14%	-4%	/	?	?	1%
CC1(C(=O)NCc2ccc(C(F)(F)F)cc2)CCN1Cc1ccc(-c2ccccc2)o1 (stereo not given)	19%	?	0%	?	8%	/	1%	?	-7%
C1CCN=C(Nc2nc3c(s2)CCCC3)CC1	-19%	4%	-5%	1%	-3%	-3%	7%	7%	-27%
COc1ccccc1NC(=S)N1CCN(c2nc(-c3ccccc3)cs2)CC1	16%	-9%	-9%	-2%	2%	0%	0%	?	?
Cc1ccc(N2CN(CCC3=CCCCC3)CNC2=S)cc1	4%	0%	1%	-2%	0%	-12%	?	?	-16%
Cc1c(NC(=O)C(C)OC(=O)c2ccccc2O)c(=O)n(-c2ccccc2)n1C (stereo not given)	1%	1%	0%	6%	-1%	28%	-52%	-42%	-23%
Cc1ccc(NC(=O)CCC(=O)N/N=C/c2cccs2)cc1	3%	0%	6%	2%	0%	9.2µM*	4%	-9%	7%
